HTT cytoprotect – Huntington cell model cytoprotection by ATP luminescence; Potency, µM (titrated, usually from 56.4 µM), inactives show cytoprotection (ATP increase), actives largely listed as activators; hit rate 0.14% among 230,000; PC12 HTT-Q103 induced, cytoprotection, ATP luminescence, 40 h; AID 1471;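 also: % of control where 0% means no effect; nearly all actives have a fitted effect of over 45% in size; toxic huntingtin expression switched on by the ecdysone agonist tebufenozide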
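Huntington model: PC12 line, ecdysone-inducible HTTQ103 exon1–GFP, tebufenozide 100 nM. Test articles in a dose series. Endpoint luminescence from cellular ATP.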
aGlu spleen mod – inhibits or activates alpha-glucosidase in human spleen homogenate; Potency, µM (top dose mostly 79.9 µM), for inactives: at the top dose activity change, negative = inhibition, hits mostly inhibitors; hit rate 0.006% among 240,000; P10253; human spleen homogenate, 4-MU-alpha-glucoside fluorescence;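 also: 0% = enzyme with vehicle and -100% = no enzyme basal signal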
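Enzyme source: human spleen homogenate, 1 ug/well. Buffer 50 mM citric acid/K phosphate pH 5.0, 0.01% Tween-20. 4-MU-alpha-glucoside 1 mM; 37 C x 40 min; NaOH/glycine stop; fluorescence.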
Tau fluor counter – counter-screen for tau fibril formation inhibitors; tau K18 P301L Alexa594 fluorescence, heparin fibrillization; Potency, µM (top dose mostly 57.7 µM), inactives show at the top dose activity change, negative = decrease; hit rate 0.93% among 280,000; AID 1463; also: % is scaled to controls: 0 for no effect and ±100 for the full control effect; nearly all actives have a fitted effect of over 55% in size
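Human tau K18 P301L (15 uM unlabeled, 0.24 uM Alexa 594-labeled) in 100 mM sodium acetate pH 7 with 20 uM heparin, 6 hr at 37 C. ThT 30 uM added, 1 hr ambient; Alexa 594 FP and total fluorescence read at 555/632 nm.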
GAA glycogen mod – inhibitors or activators of human alpha-glucosidase glycogen cleavage; recombinant GAA, glycogen substrate, Amplex Red glucose oxidase fluorescence; hit rate 0.38% among 300,000; Potency, µM (doses to about 76.4 µM), inactives show top-dose activity change, negative = inhibition, usual class: inhibitors;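 also: 0% = full enzyme reaction and -100% = no-enzyme basal signal; the screen sought inhibitors and activators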
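qHTS, 1536-well; enzyme 4 nM final; cpd up to 77 uM; substrate bovine liver glycogen 30 ug; 50 mM citrate/phosphate pH 5.0, 0.01% Tween-20; 37 C, 40 min; Amplex Red detection 45 min RT; Hill fit → AC50.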
Tau FP inhib – inhibitors of human tau fibril formation. P10636. K18 P301L tau heparin fibrillization, Alexa594 FP, 6 h. Potency, µM (doses to about 57.7 µM), inactives show at the highest dose activity, negative = inhibition, hits mostly inhibitors. hit rate 0.39% among 280,000. AID 1468; also: % is scaled to controls: 0 for no effect and ±100 for the full control effect; nearly all actives have a fitted effect of over 55% in size
Target sequence (P10636 561-689 P618L limits assumed): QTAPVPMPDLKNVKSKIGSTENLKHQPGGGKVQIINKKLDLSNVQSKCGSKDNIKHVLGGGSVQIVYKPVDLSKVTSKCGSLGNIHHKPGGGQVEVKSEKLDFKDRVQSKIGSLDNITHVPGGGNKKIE
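K18 P301L tau (15 uM unlabeled/0.24 uM Alexa 594-labeled, final) + compound + heparin 20 uM final; 100 mM NaOAc pH 7; 6 hr 37 C; ThT 30 uM final added, 1 hr RT; FP ex 555/em 632 nm.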
Tau ThT inhib – inhibitors of human tau fibril formation, thioflavin T binding. recombinant tau K18 P301L (four-repeat tau fragment), heparin-induced fibrillization, ThT fluorescence. Potency, µM (top dose mostly 57.4 µM), inactives show at the highest dose activity, negative = inhibition, actives largely listed as inhibitors. hit rate 2.1% among 270,000. AID 1460; also: % is scaled to controls: 0 for no effect and ±100 for the full control effect; nearly all actives have a fitted effect of over 55% in size
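Tau K18 P301L fragment (15 uM unlabeled plus 0.24 uM Alexa 594-labeled) in 100 mM sodium acetate pH 7 with compound, fibrillization induced by 20 uM heparin for 6 hr at 37 C. Thioflavin T (30 uM) added, fluorescence read after 1 hr (ex 450, em 510 nm).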
GAA inhib – inhibitors of human lysosomal alpha-glucosidase; Potency, µM (series often up to 76.9 µM), for the others: at the highest dose activity change, negative = inhibition, actives largely listed as inhibitors; AID 1466; P10253; hit rate 0.005% among 200,000; purified human GAA, 4-MU-alpha-glucoside fluorescence;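 also: plate controls were uninhibited enzyme wells for no effect and no-enzyme background for full effect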
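Read-out is 4-methylumbelliferone fluorescence (Ex 365/Em 440 nm) after NaOH/glycine stop at pH 10. Enzyme 4 nM, substrate 400 uM, pH 5.0 citrate buffer, 20 min room temperature; AC50 from Hill-equation concentration-response.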
GLA spleen mod – inhibits or activates alpha-galactosidase in human spleen homogenate; human spleen homogenate, 4MU-alpha-Gal fluorescence, 40 min; Potency, µM (doses to about 80 µM), without a hit: top-dose activity change, negative = inhibition, most hits filed as inhibitors; hit rate 0.008% among 240,000; AID 2107;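 also: 0% = enzyme with vehicle and -100% = no enzyme basal signal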
Target sequence (P06280 32-429 limits assumed): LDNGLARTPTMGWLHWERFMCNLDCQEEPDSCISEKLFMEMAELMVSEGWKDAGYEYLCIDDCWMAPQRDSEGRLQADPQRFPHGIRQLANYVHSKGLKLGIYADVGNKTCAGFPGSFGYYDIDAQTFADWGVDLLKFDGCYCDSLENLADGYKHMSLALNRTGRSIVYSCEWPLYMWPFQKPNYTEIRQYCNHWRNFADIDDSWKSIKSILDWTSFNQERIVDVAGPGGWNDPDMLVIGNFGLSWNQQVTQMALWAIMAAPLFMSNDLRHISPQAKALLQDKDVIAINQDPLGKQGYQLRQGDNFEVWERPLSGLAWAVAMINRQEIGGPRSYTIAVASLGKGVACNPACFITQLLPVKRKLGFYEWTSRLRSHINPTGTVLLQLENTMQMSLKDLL
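Spleen homogenate 1 ug + cpd (titration) + 4-MU-alpha-D-galactopyranoside 1 mM; 37C 40 min; 50 mM citrate/phosphate pH 5.0, 0.01% Tween-20; stop pH 10; fluorescence 365/440; AC50 via Hill.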
Active calls of the source: *; ? = inconclusive; nt = not tested or not shown; [ ] = remark or other dose. Calls follow the shape of the dose curve; as a rule, active = well fitted curve in the direction sought with a large enough effect; inconclusive = small, poorly fitted or top-dose-only effect, or another doubt; inactive = no such curve, though single readings can be large; an effect the other way counts as inactive or inconclusive. Potency is read from the fitted curve at half-maximal effect.

Sequence of screens: HTT cytoprotect | aGlu spleen mod | Tau fluor counter | GAA glycogen mod | Tau FP inhib | Tau ThT inhib | GAA inhib | GLA spleen mod
CC(C)c1ccc(NC(=O)C2CCCN(S(=O)(=O)c3cccc4nsnc34)C2)cc1 (stereo unspecified)
  nt | nt | -11.6% | 16.4%[76.3 µM] | -13.7% | 10.7% | nt | nt
Cc1ccc(C(=O)N2CCN(S(=O)(=O)c3ccccc3)CC2)cc1
  7.2% | -0.3% | -8.1% | -7.1% | -2.7% | -12.3% | 0.5% | 9.1%
CCOC(=O)c1cc2c(ccn2C)n1CC(=O)N1CCC(C)CC1
  -8.8% | -5.5% | -4.5% | 7.1% | -1.6% | -1.4% | -10.7% | -2.1%
Cc1cccc(N2C(=O)C3C4CC(C(Br)C4Br)C3C2=O)n1 (stereo unspecified)
  10.0% | -8.5% | -7.9% | 8.6% | -3.2% | -11.7% | -5.3% | -7.5%
COc1ccc(-c2cc(C(=O)NCC3CCCO3)c3cc(C)ccc3n2)cc1 (stereo unspecified)
  -25.6%[1.9 µM] | 15.2% | -8.9% | -11.5% | -2.1% | -1.8% | 2.9% | ?
c1ccc(CSc2n[nH]c(-c3ccco3)n2)cc1
  -35.4% | -11.7% | 2.0% | -3.4% | -2.3% | -6.7% | -2.2% | -0.4%
CCOc1ccc(C(=O)Nc2c(C(N)=O)oc3ccccc23)cc1
  -21.0%[10 µM] | 0.9% | -27.9% | -2.7% | ? | 5.8% | 4.4% | 0.0%
O=C(Cn1ncc(N2CCOCC2)c(Br)c1=O)c1ccc(Cl)cc1
  0.5% | -0.9% | 8.5% | -0.7% | 9.3% | 1.8% | 3.2% | 1.3%
COC(=O)C1=C(N)Oc2cc(C)[nH]c(=O)c2C1c1ccncc1 (stereo unspecified)
  4.3% | -1.0% | -10.1% | -3.0% | -7.3% | -8.9% | ? | 3.8%
Cc1ccc2c(CSc3nnc(N)s3)cc(=O)oc2c1
  -11.2% | -3.1% | -16.2% | 4.3% | -7.5% | -5.0% | ? | -1.7%
Cc1ccc(NC(=O)CSc2nc(N)c3cc4c(nc3n2)CCCC4)cc1
  8.5%[10 µM] | 6.4% | -14.5% | -5.5% | ? | -17.9% | -7.2% | 9.7%
Cc1nnc(N/N=C/c2c(Cl)cccc2Cl)n1N
  8.9%[10 µM] | -8.9% | -4.2% | ? | -5.9% | -11.8% | 5.0% | 3.2%
c1ccc(CC2CCN(c3ncnc4sccc34)CC2)cc1
  -92.8%[inhibitor] | 0.9% | -19.6% | -3.6% | -7.0% | ? | -2.0% | 4.0%
CSc1nc2ccc(NC(=O)c3ccc(=O)n(C)n3)cc2s1
  2.5%[10 µM] | 1.3% | -0.2% | 9.5% | 4.0% | ? | 8.0% | 3.3%
O=C(Cc1cccs1)N1CCN(c2cccc(Cl)c2)CC1
  31.3%[10 µM] | -5.9% | 24.7% | 1.5% | 19.5% | 12.6% | ? | -3.4%
CCn1c(COc2ccc(Cl)cc2)nnc1SC1CCc2ccccc2C1=O (stereo unspecified)
  -3.6%[10 µM] | -4.7% | -13.0% | 8.3% | -4.7% | ? | -2.4% | -0.7%
CCc1ccc(C2c3c(oc4ccc(F)cc4c3=O)C(=O)N2c2nc(C)c(C(=O)OC)s2)cc1 (stereo unspecified)
  nt | nt | -5.4% | 12.1%[76.3 µM] | 5.1% | 1.4% | nt | nt
CCOCc1[nH]c(=S)[nH]c(=O)c1Cc1ccc(OC(C)C)cc1
  -2.8%[10 µM] | 2.8% | -10.2% | -5.5% | -4.2% | -6.2% | -4.7% | 1.8%
CCOC(=O)C1=C(c2ccccc2)N=c2s/c(=C\c3ccco3)c(=O)n2C1c1cccs1 (stereo unspecified)
  -29.5% | -6.6% | ? | -14.2% | ? | ? | ? | 11.6%
Cc1ccc(CNc2cnn(C34CC5CC(CC(C5)C3)C4)c(=O)c2Cl)cc1
  -18.0%[10 µM] | -1.8% | 0.6% | 8.7% | -1.3% | 0.3% | 0.8% | 7.9%
CCCCCCCCCCCCCCCC(=O)OCC(NC(=O)C(Cl)Cl)C(O)c1ccc([N+](=O)[O-])cc1 (stereo unspecified)
  -16.1% | -1.6% | ? | nt | -6.2% | -1.8% | nt | -3.3%
Cc1ccccc1C(=O)N[C@H](C(=O)Nc1ccc(Cl)c(Cl)c1)C(C)C
  -8.9%[10 µM] | 4.0% | -1.4% | -1.0% | 7.5% | -1.9% | -2.6% | 2.1%
O=C(Cn1c(=O)sc2ccccc21)NCc1ccccn1
  3.3% | -5.1% | -1.2% | 1.1% | -3.0% | -16.4% | -5.2% | 8.3%
COC(=O)NNC(=S)NCc1ccc(C)cc1
  14.7%[10 µM] | 2.3% | -6.7% | -22.5% | 0.7% | -3.5% | -1.5% | 1.1%
COc1ccc(-c2c(C#N)c(N)nc3c2c(=O)n(C)c(=O)n3C)cc1
  30.8%[10 µM] | -7.0% | -0.3% | 0.1% | 4.6% | -4.1% | -11.5% | -4.5%
CCOC(=O)N1CCN(C(=O)CSc2nnc(-c3cccs3)o2)CC1
  -3.4% | 7.4% | -9.4% | -5.7% | -2.2% | -16.5% | 0.5% | -1.0%
COC(=O)CN1C(=O)N/C(=C/c2cc3c(cc2OC)OCO3)C1=O
  -24.5% | nt | -1.8% | 2.7% | -5.2% | -2.5% | -3.1% | -4.6%
O=C(COC(=O)c1cnccn1)NCCc1ccc(Cl)cc1Cl
  -6.8% | -2.7% | -7.7% | -22.0% | -8.6% | -2.4% | 6.7% | 2.6%
Cc1cc(=O)cc2oc3cc(N)c(-c4c(C)cc(O)cc4O)c(C)c3nc1-2
  -17.5%[1.9 µM] | -0.1% | ? | nt | 22.4µM* | 14.1µM* | nt | -1.8%
CC1(C)Cc2c(C#N)c(NCCN3CCOCC3)nc(-c3ccco3)c2CO1
  -18.1% | 4.6% | -1.6% | -0.8% | 4.3% | 2.2% | 3.4% | 23.6%

Grouped by structure, those above with a thiophene ring, fused or not.
Sequence of screens: HTT cytoprotect | aGlu spleen mod | Tau fluor counter | GAA glycogen mod | Tau FP inhib | Tau ThT inhib | GAA inhib | GLA spleen mod
c1ccc(CC2CCN(c3ncnc4sccc34)CC2)cc1
  -92.8%[inhibitor] | 0.9% | -19.6% | -3.6% | -7.0% | ? | -2.0% | 4.0%
O=C(Cc1cccs1)N1CCN(c2cccc(Cl)c2)CC1
  31.3%[10 µM] | -5.9% | 24.7% | 1.5% | 19.5% | 12.6% | ? | -3.4%
CCOC(=O)C1=C(c2ccccc2)N=c2s/c(=C\c3ccco3)c(=O)n2C1c1cccs1 (stereo unspecified)
  -29.5% | -6.6% | ? | -14.2% | ? | ? | ? | 11.6%
CCOC(=O)N1CCN(C(=O)CSc2nnc(-c3cccs3)o2)CC1
  -3.4% | 7.4% | -9.4% | -5.7% | -2.2% | -16.5% | 0.5% | -1.0%

Next part.
Sequence of screens: HTT cytoprotect | aGlu spleen mod | Tau fluor counter | GAA glycogen mod | Tau FP inhib | Tau ThT inhib | GAA inhib | GLA spleen mod
CN(Cc1ccccc1)C(=C(Cl)Cl)/C(=C1/NCCN1C)[N+](=O)[O-]
  -14.3% | -3.7% | 3.3% | 4.8% | 4.5% | -3.4% | -1.2% | 0.9%
COc1ccc(C(=O)CNc2ccccc2CO)cc1
  -40.6% | -6.6% | -21.0% | -0.4% | ? | ? | -5.3% | -2.9%
Nc1nncn1C(=O)CCCOc1ccc(Cl)cc1Cl
  -19.8% | -4.8% | -7.3% | 4.0% | -2.6% | -19.4% | -1.0% | -1.2%
CCCN1C(=O)/C(=C\C=C2/Sc3ccccc3N2CCO)SC1=S
  -42.7%[inhibitor] | -3.4% | 18.1% | -1.8% | -8.2% | ? | 0.5% | 3.5%
Cc1ccc(C(=O)OC2OC(=O)C(Cl)=C2N2CCOCC2)cc1 (stereo unspecified)
  12.1%[10 µM] | -6.7% | -13.2% | -5.8% | -8.9% | -16.2% | ? | 2.5%
CCCc1cc(C(=O)OC)c(NC(=O)c2cc(C)on2)s1
  ? | 1.1% | -18.7% | -8.7% | ? | -12.2% | 4.4% | 7.7%
O=C(NCc1ccc(F)cc1)c1ccc(Br)o1
  12.0% | -18.3% | -0.9% | 7.7% | -4.8% | -3.2% | -5.5% | -13.0%
COc1ccc(C)cc1NC(=O)CSc1nnc(-c2ccc(OC)c(OC)c2)n1N
  -17.4% | -2.0% | -3.5% | 4.4% | -6.0% | ? | 1.6% | -1.0%
CCOC(=O)c1cnc2c(c(C)nn2C)c1Oc1ccccc1F
  9.7%[10 µM] | 2.8% | -11.2% | -14.6% | -6.7% | -2.3% | -3.8% | 1.6%
CCOC(=O)Cc1csc(SCC(=O)N2CCN(c3ccc(OC)cc3)CC2)n1
  7.9%[10 µM] | -5.1% | -8.7% | -6.6% | 6.2% | ? | ? | -6.8%
Cc1nn(C)c(Oc2ccc(Cl)cc2)c1C(=O)O
  20.3%[10 µM] | -3.2% | -5.8% | 3.2% | ? | -6.1% | -8.9% | 1.1%
CC(C)(C)C(=O)NC(=S)Nc1ccccc1C(N)=O
  19.1%[10 µM] | 4.3% | 2.2% | -1.1% | -3.1% | -1.6% | -5.2% | 0.3%
C/C=C/COC(=O)c1[nH]c2c(c1C)C(=O)CC(c1ccco1)C2 (stereo unspecified)
  -36.2%[10 µM] | 6.0% | -17.6% | -1.9% | -7.1% | ? | 2.6% | 1.5%
O=C(NCc1ccco1)C1CCCN(S(=O)(=O)c2ccc(Cl)cc2)C1 (stereo unspecified)
  8.5% | 7.3% | -6.3% | 9.1% | -0.4% | -8.4% | ? | 4.8%
CCN(C(=O)CCCC(=O)N(CC)c1ccccc1)c1ccccc1
  nt | -0.3% | 8.4% | -0.7% | -3.0% | 5.8% | -4.6% | -2.4%

Assay outcomes as filed in PubChem.
